Apaf1 inhib: human Apaf-1 inhibition; O14727; reconstituted apoptosome caspase-3 activity, DEVD-Rh110 fluorescence; inhibition, % at 20 µM; 330,000 compounds, 0.71% hits; active means inhibition of at least 40% at 20 µM;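 further: plate controls were DMSO wells for no effect and DEVD-CHO caspase inhibitor wells for full effect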
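Assay system: Apoptosome proteins | Medium: pH 7.5 Hepes buffer with CHAPS, BSA, DTT | Also added: Cytochrome c and DEVD-Rh110 substrate | Times: 30 min plus 50 min, RT | Detection: Rhodamine 110 fluorescence at Ex 480/Em 540 nm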
UBC13 inh: inhibitors of human UBC13 polyubiquitin chain formation | TR-FRET | inhibition, % at 20 µM | AID 485273 | P61088 | 330,000 compounds, 0.47% hits; in the data active means inhibition above about 45%, passing the limit was not always enough
SENP7 block: inhibitors of human SENP7 protease. Q9BQF6. recombinant SENP7, Z-RLRGG-aminoluciferin luminescence, 40 min. inhibition, % at 5 µM. 330,000 compounds, 1.5% hits. AID 434973;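 active means inhibition above about 50% at the single test dose, limit read from the data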;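 further: plate controls were DMSO with enzyme for no effect and no enzyme buffer wells for full effect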
697 NFkB inh: lowers PMA/ionomycin-induced NF-kB signal in 697 B cells. 697 B-cell NF-kB luciferase reporter, 16 h. inhibition, % at 4 µM. 330,000 compounds, 0.33% hits; in the data active means inhibition above about 35%
SENP8 block: SENP8 protease inhibition | purified SENP8, Z-RLRGG-aminoluciferin cleavage, luminescence | inhibition, % at 10 µM | 330,000 compounds, 1.2% hits | AID 2540
Jurkat NFkB inh: lowers PMA/ionomycin-induced NF-kB signal in Jurkat cells | PMA/ionomycin-induced NF-kB luciferase reporter, luminescence | inhibition, % at 4 µM | 330,000 compounds, 0.53% hits | AID 435003
HKDC1 inh: HKDC1 (human) hexokinase inhibition; inhibition, % at 20 µM; 340,000 compounds, 0.16% hits; Q2TB90; recombinant HKDC1, G6PDH/diaphorase resazurin coupled fluorescence;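 active means inhibition above about 35% when tested at 20 µM, limit read from the data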;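 further: plate controls were DMSO wells with enzyme for no effect and DMSO wells lacking enzyme for full effect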
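Material: recombinant HKDC1 hexokinase; Amount: HKDC1 at 5 µg/mL; Medium: Tris pH 8.0 buffer with MgCl2, Tween-20, BSA, BME; Schedule: 90 min reaction incubation at room temperature, dark; Technique: coupled resazurin fluorescence, excitation 525 nm, emission 613 nm.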
Gli-Sufu block: blocks Gli-Sufu signaling in a luciferase reporter | 340,000 compounds, 0.74% hits | Sufu-KO-LIGHT fibroblasts, Gli luciferase reporter luminescence | inhibition, % at 5 µM;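 active means inhibition above about 55%, limit read from the data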;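 further: 0% = DMSO-treated cells and 100% = wells with medium but no cells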
* = called active by the depositor; . = no result given. Unless noted, no stated cut-off is given here; in the data, active means inhibition above about 50%; inactive means the rest.

No.	SMILES	Apaf1 inhib	UBC13 inh	SENP7 block	697 NFkB inh	SENP8 block	Jurkat NFkB inh	HKDC1 inh	Gli-Sufu block
1	Cc1nc(CC(=O)NNS(=O)(=O)c2cccc(Cl)c2Cl)cs1	-3	3	10	7	4	-1	-2	0
2	Cc1cc(C)n2c(Br)c(CN3CCCC(C)C3)nc2n1 (centres undefined)	-2	-4	1	-7	-8	-2	-9	-1
3	Cc1ccc(S(=O)(=O)C(F)(F)F)cc1NC(=O)c1cccnc1	-2	4	-3	20	29	-8	-2	5
4	CCOC(=O)c1nnn(-c2ccc([N+](=O)[O-])cc2[N+](=O)[O-])c1C	-11	-5	8	14	6	4	2	0
5	CCCCCN(C(=O)CCC(=O)OCc1ccc(C(C)C)cc1)c1c(N)n(CCCC)c(=O)[nH]c1=O	7	-6	-6	8	-10	8	-1	.
6	CCCCNC(=O)N1CCCC(N(C)CCc2ccc(OC)c(OC)c2)C1 (centres undefined)	-6	1	2	0	2	-4	-6	11
7	CC(O)COc1ccc(/C(=N/O)c2ccccc2)cc1 (centres undefined)	-6	3	-5	-4	-4	8	-4	-15
8	CCCn1c(N)c(C(=O)CSc2nc(C3CC3)n(-c3ccccc3)n2)c(=O)[nH]c1=O	-8	-1	8	7	8	3	-5	-6
9	COc1ccc(/C=C/C(=O)OCC(=O)N2CC(=O)Nc3ccccc32)cc1	14	-10	10	15	-1	12	-2	1
10	O=C(CN1CCN(c2cccc(Cl)c2)CC1)Nc1ccc([N+](=O)[O-])cc1C(=O)Nc1ccccc1F	-1	-7	23	13	0	13	4	15
11	CCn1cc(CN2CCC(C(=O)Nc3cccc(-c4cscn4)c3)CC2)cn1	10	3	2	12	6	8	-4	8
12	CC(=O)c1ccc(NC(=O)C(C)Sc2ccccn2)cc1 (centres undefined)	-4	1	-2	-27	5	-25	2	15
13	CCOC(=O)/C(Sc1nc(-c2ccccc2)cc(-c2ccccc2)c1C#N)=C(\C)O	18	24	1	11	9	8	1	20
14	Cc1cccc2nc(-c3cccnc3)c(Nc3ccccc3)n12	-16	6	-1	14	2	7	-25	1
15	Cc1cc(C)c(NC(=O)CNC(=O)COC(=O)CN2C(=O)NC3(CCCC3)C2=O)c(C)c1	-5	-3	-15	4	-4	-12	-1	-3
16	CCOC(=O)c1c(-c2cccs2)csc1NC(=O)CN(CC)CC	14	2	3	-14	3	-6	8	-3
17	O=C(CCC(=O)OCC(=O)c1ccc(Br)cc1)Nc1cccc2cccnc12	2	3	6	19	-5	-2	-4	6
18	CC1CCCCC1NC(=O)/C(C#N)=C/C=C/c1ccccc1[N+](=O)[O-] (centres undefined)	14	10	-9	-109	-3	43	16	5
19	CCCCCN(C(=O)CCC(=O)OC(C)C(=O)Nc1cccc(C#N)c1)c1c(N)n(CCCC)c(=O)[nH]c1=O (centres undefined)	2	4	-1	15	5	8	-6	-1
20	CCOC(=O)C1CCN(Cc2ccc(Cl)c(Cl)c2)CC1	-12	-4	4	1	6	-5	5	-1

Full records, quoted from the list:
Record of `CCOC(=O)c1c(-c2cccs2)csc1NC(=O)CN(CC)CC` : Apaf1 inhib: 14; UBC13 inh: 2; SENP7 block: 3; 697 NFkB inh: -14; SENP8 block: 3; Jurkat NFkB inh: -6; HKDC1 inh: 8; Gli-Sufu block: -3
Record of `Cc1ccc(S(=O)(=O)C(F)(F)F)cc1NC(=O)c1cccnc1` : Apaf1 inhib: -2; UBC13 inh: 4; SENP7 block: -3; 697 NFkB inh: 20; SENP8 block: 29; Jurkat NFkB inh: -8; HKDC1 inh: -2; Gli-Sufu block: 5
Record of `O=C(CCC(=O)OCC(=O)c1ccc(Br)cc1)Nc1cccc2cccnc12` : Apaf1 inhib: 2; UBC13 inh: 3; SENP7 block: 6; 697 NFkB inh: 19; SENP8 block: -5; Jurkat NFkB inh: -2; HKDC1 inh: -4; Gli-Sufu block: 6

New compounds follow.
No.	SMILES	Apaf1 inhib	UBC13 inh	SENP7 block	697 NFkB inh	SENP8 block	Jurkat NFkB inh	HKDC1 inh	Gli-Sufu block
21	O=C1CCCc2nn(-c3ccccc3)c(-c3ccncc3)c21	-2	8	0	7	-4	3	-7	-13
22	O=C(c1ccc(OC2CCN(Cc3ccccn3)CC2)cc1)N1CCC[C@H]1CO	-2	-6	-12	13	-12	1	-4	1
23	CN(C)S(=O)(=O)c1cccc(NC(=O)CCCC2CCCCC2)c1	11	-3	-11	-20	-10	-23	-2	-6
24	O=C1c2ccccc2CN1Cc1ccccc1	4	11	-5	22	0	-22	-1	-18
25	O=C1CCc2cc(NS(=O)(=O)c3ccc([N+](=O)[O-])cc3)cc3c2N1CC3	-4	-6	10	7	-6	0	2	-6
26	CC[C@]12c3[nH]c4ccc(OC)cc4c3CCN1C(=O)C(CC(=O)NCCN1CCOCC1)C[C@@H]2C(=O)N1CCN(C(=O)C2CC2)CC1 (some centres undefined)	6	.	3	25	.	.	-7	-4
27	CC(=O)c1cccc(CN2CCC(CO)(CCOc3ccccc3)CC2)c1	-9	8	-4	2	10	18	-4	10
28	CN1CCN(C(=O)C(=O)c2cn(CC(=O)N3CCCC3)c3ccccc23)CC1	0	-4	8	10	7	6	2	-9
29	Cc1cc(=O)n(C)c(=O)n1CCCCCN1CCCC1	2	-2	5	15	-8	-25	2	3
30	O=c1c2ccccc2nc(-c2ccco2)n1-c1nc2ccccc2s1	5	-8	-5	-26	-1	1	1	-6
31	CC(=O)NC(CCS(C)(=O)=O)C(=O)Nc1ccc2c(c1)OCO2 (centres undefined)	-7	-5	3	7	8	2	10	0
32	Clc1ccc(-c2cnc(Oc3ccccc3)nc2)cc1	8	5	-9	-108	-19	-123	0	-4
33	CC(=O)NCc1ccc2[nH]c(C)cc2c1	6	-40	12	9	-5	-3	5	2
34	O=C(COc1ccccc1F)NC1CC1	-2	-6	-7	-26	-7	-14	-8	-4
35	Cc1cc(/C=N/NC(N)=S)c(C)n1-c1ccc(Cl)c(Cl)c1	7	2	4	11	4	20	-5	40
36	C[C@@H]1CCC(=O)N(CC[C@H](N=[N+]=[N-])c2ccccc2)CC1	-6	8	1	0	2	-14	-3	-1
37	COc1ccc(C(=O)C2CCCN(Cc3cc(C)c(O)c(C)c3)C2)c(OC)c1 (centres undefined)	-3	-1	-19	-50	-3	-47	-6	8
38	O=S1(=O)[C@H]2C[C@@H]3C=C[C@]2(CN1Cc1ccc(C(F)(F)F)cc1)O3	1	-3	-2	0	-10	15	-4	2
39	Cc1ccccc1Cn1nnc(-c2ccc(F)cc2)n1	5	5	3	-6	5	8	-1	-1
40	COc1cccc(NC(=O)CCCN2C(=O)C3CC=CCC3C2=O)c1 (centres undefined)	-3	-6	10	4	-15	1	-3	-3
41	CCOC(=O)c1ccc(-n2ncc(C(=O)OCC)c2N)cc1	-4	3	9	-2	2	-4	7	-5
42	O=C(COC(=O)c1ccc(S(=O)(=O)N2CCCCC2)cc1)Nc1ccccc1	3	-7	8	-2	1	-1	-6	-10
43	O=C(c1ccc2nc(N3CCCCC3)sc2c1)N1CCN(c2ccccn2)CC1	16	3	5	-58	-14	-8	5	-21
44	CN(CCCN1CCOCC1)Cc1nc(-c2ccccc2)no1	-7	2	-4	5	-3	2	3	11
45	C=CCN(c1ccccc1)S(=O)(=O)c1cccc(C(=O)N2CCN(c3ncccn3)CC2)c1	15	-12	-4	-2	5	1	-2	-1
46	CCOc1ccc(OCc2cccc(C(=O)O)c2)cc1	-10	5	100*	92*	96*	88*	-5	-104
47	CN(Cc1nccs1)C(=O)c1ccc(OC2CCN(CCc3ccccc3)CC2)cc1	9	10	4	-14	0	16	-2	2
48	CSc1sc(C(=O)O)c(C)c1C(C)=O	6	-5	-7	9	-10	-1	-5	-2
49	CC(=O)c1cccc(OCC(O)CNCC2COc3ccccc3O2)c1 (centres undefined)	7	-4	-5	-3	-9	1	-1	11
50	Cc1c(C(=O)O)sc(S(=O)(=O)N2CCN(C(=O)CCc3ccccc3)CC2)c1C(=O)O	-2	-3	-8	3	-13	-4	-4	-27
51	O=Cc1ccccc1-n1cncn1	-11	-8	5	1	6	-17	-1	10
52	CCS(=O)(=O)N1CCN(c2ccc([N+](=O)[O-])c(NCc3cccnc3)c2)CC1	-4	-28	-2	15	2	-7	-5	5
53	S=c1[nH]ncn1NCc1cccc(Br)c1	-2	-3	-11	-8	-1	0	-8	8
54	COc1ccc(NC(=O)N(C)C[C@H]2Oc3c(NC(=O)C4CCCCC4)cccc3C(=O)N([C@H](C)CO)C[C@@H]2C)cc1	-9	7	5	7	-5	-5	-6	-9
55	COc1ccc([N+](=O)[O-])cc1NC(=O)CN(C)S(=O)(=O)c1ccccc1	-4	6	-4	-3	1	2	-10	3
56	Cn1c(CNc2nc3ccccc3n2C)nc2ccccc21	-1	9	1	-22	-16	-36	0	-34
57	CCCCN(C(=O)c1cccc(S(=O)(=O)N2CCCCC2)c1)C1CCS(=O)(=O)C1 (centres undefined)	10	0	-12	-15	-6	-21	2	-7
58	CC(Oc1ccccc1)C(=O)NC1CCSc2ccccc21 (centres undefined)	-1	2	3	-1	3	-7	-4	-10
59	CCN1CCN(Cc2c(O)ccc3c(=O)c(-c4ccccc4OC)coc23)CC1	-12	11	-12	7	-4	-9	-9	5
60	CC(=O)c1ccc(-c2ccc(C(=O)N3CCCc4ccccc43)o2)cc1	1	-3	5	-31	-3	-32	-4	-15
61	CC(=O)Nc1cccc(O)c1	-16	8	-28	28	12	11	0	23
62	CC(C)(C)c1ccc(-c2noc(C(=O)NN)n2)cc1	-11	-2	-3	-10	-9	-6	3	-10
63	Cc1ccc(OCc2n[nH]c(=S)n2-c2ccccc2)cc1	7	2	-2	-27	1	4	-4	-4
64	O=C(NCC1CCCO1)c1ccc(NC(=O)c2cccc(Cl)c2)cc1 (centres undefined)	-19	8	0	10	5	-4	-4	6
65	Cc1ccc(C)c(OCC(=O)NNC(=O)CSC(=S)N2CCCC2)c1	-4	1	-1	21	15	2	0	-5
66	O=C(N1CCOCC1)N1CCN(S(=O)(=O)N2CCCCC2)CC1	-3	-2	0	11	-1	3	-2	3
67	CCn1nc(C(=O)Nc2ccccc2N2CCCC2)c2ccccc2c1=O	22	5	-8	-9	3	1	1	30
68	COc1cccc(NC(=O)C(c2ccccc2)N2CCN(CC(=O)N3CCOCC3)CC2)c1 (centres undefined)	4	3	-1	18	13	-6	-6	0

Assay outcomes (PubChem)
